# hiPSC survival: enhancers of human iPSC single-cell survival; hiPSC single-cell survival, ATPlite luminescence; 100% = ROCK inhibitor wells, 0% = DMSO; survival enhancement, % at 20 µM; 360,000 compounds, 0.044% hits; AID 602274; in the data active = survival enhancement above about 18%;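 note: cells exposed to compounds for 16 hours before the ATP read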
# TWEAK-Fn14 inh: inhibitors of TWEAK-Fn14 interaction signaling; TWEAK-stimulated Fn14 reporter cells, luciferase luminescence, 8 h; inhibition, % at 10 µM; 360,000 compounds, 2% hits; in the data active = inhibition above about 50%
# KKLEB tox: CF airway cell cytotoxicity counter-screen; KKLEB CF airway cells viability, ATPlite luminescence, overnight; stronger effect = lower value; cells stimulated with P. aeruginosa culture filtrate; activity change (cytotoxicity), % at 5 µM; 360,000 compounds, 0.36% hits;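 active = corrected activity change at or below -50% at 5 µM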
# HIF-2a block: blocks HIF-2a reporter activity. 786-0 RCC cells HIF-2a reporter, luciferase luminescence, overnight. inhibition, % at 18.8 µM. 360,000 compounds, 0.72% hits. AID 624352;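 active = inhibition of the luminescence signal of 40% or more relative to plate controls, in a single-dose primary screen at 18.75 µM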
# NR2E3 ag-1: NR2E3 (human) agonism. Q9Y5X4. GST-NR2E3/biotin-RetCOR TR-FRET, 1536-well. inhibition of corepressor binding, % at 4.78 µM. 320,000 compounds, 0.12% hits. AID 2300;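 active = percent inhibition above the cutoff of mean plus 3 SD of all tested compounds, set per screening campaign, cut at about 20% in these data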;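 note: 0% = DMSO wells and 100% = biotin wells as full block of FRET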
# Target sequence (Q9Y5X4 whole entry, looked up): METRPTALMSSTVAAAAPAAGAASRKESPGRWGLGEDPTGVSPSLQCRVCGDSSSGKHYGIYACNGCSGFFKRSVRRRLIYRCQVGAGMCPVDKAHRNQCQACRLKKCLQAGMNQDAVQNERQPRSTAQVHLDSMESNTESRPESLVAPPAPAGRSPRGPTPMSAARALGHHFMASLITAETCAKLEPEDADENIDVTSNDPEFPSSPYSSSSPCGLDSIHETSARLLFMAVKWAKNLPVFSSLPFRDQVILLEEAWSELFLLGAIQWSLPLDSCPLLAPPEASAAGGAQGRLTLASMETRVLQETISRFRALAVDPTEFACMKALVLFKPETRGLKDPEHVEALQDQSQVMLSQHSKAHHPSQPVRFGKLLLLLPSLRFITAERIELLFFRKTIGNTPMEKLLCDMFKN
#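 Test system – NR2E3–RetCOR corepressor complex · Quantity – NR2E3 fusion 1.35 nM · Buffer or medium – Tris pH 7.5 · Incubation – Compound–protein incubation for 5 h at 4 °C · Technique – TR-FRET, Eu(K)-anti-GST donor, streptavidin-D2 acceptor, ex 340, em 617/671 nm · Evaluation – percent inhibition of 671/617 nm emission ratio versus biotin and DMSO controls · Plate – 1536-well format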
# Shn3 3UTR inh: Schnurri-3 reporter inhibition in Clone20 osteoblasts | 360,000 compounds, 0.52% hits | inhibition, % at 12.5 µM | Clone20 osteoblast Shn3 3'UTR firefly luciferase, 24 h;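 active = mean inhibition of at least 75% with every replicate also reaching 75%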;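 note: 0% = median of neutral control wells and 100% = pilot-screen positive control compound; some compounds past the cut are filed as inactive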
# NR2E3 ag-2: agonists of human NR2E3 nuclear receptor | Q9Y5X4 | CHO-S Gal4-NCOR/VP16-NR2E3 two-hybrid, luciferase | inhibition of corepressor binding, % at 3.98 µM | 360,000 compounds, 0.35% hits | AID 602229;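 active = inhibition above the mean of all tested compounds plus 3 SD, cut at about 70% in these data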;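 note: 0% = DMSO with NR2E3 transfected cells and 100% = cells lacking NR2E3 construct; higher means lower luciferase signal from less NR2E3 corepressor binding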
# CF NFkB inh: cystic fibrosis NF-kB activation inhibition; KKLEB NF-kB-GFP reporter, PAF-induced, GFP fluorescence overnight; inhibition, % at 5 µM; 360,000 compounds, 0.86% hits;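 active = at least 50% inhibition at 5 µM, scaled per plate between neutral and stimulator controls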;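 note: PAF is a Pseudomonas aeruginosa culture filtrate used as stimulus; plate controls were PAF-stimulated DMSO wells for no effect and unstimulated DMSO wells for full effect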
# Peg3 prom inh: Peg3 promoter activity inhibition; HeLa PEG-Prom luciferase reporter, luminescence, overnight; AID 588405; inhibition, % at 20 µM; 360,000 compounds, 1.7% hits;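 active = inhibition of at least 50% at 20 µM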
# aDG glyco act: alpha-DG glycosylation activation; Pro5-aDG cells, alpha-DG glycosylation AlphaScreen (IIH6); 0% Pro5, 100% B10-LARGE cell signal; activation, % at 10 µM; 360,000 compounds, 0.22% hits; AID 624168;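 active = activation of at least 8% versus controls, or a plate z-score of at least 8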;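 note: Pro5 are CHO cells carrying HIG-tagged alpha-DG that lacks glycosylation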
# TRPM1 prom inh: MITF TRPM1 promoter inhibition in SK-MEL-5 cells; inhibition, % at 12.5 µM; 330,000 compounds, 0.83% hits; SK-MEL-5 TRPM1 promoter luciferase, 24 h; AID 488899;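 active = mean inhibition across replicates of 60% or more, whatever share of single replicates reaches that level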; note: values of inactives mirror those of a sister screen read the other way
# The depositor's hits bear a star; · = not tested or not shown.
SMILES,hiPSC survival,TWEAK-Fn14 inh,KKLEB tox,HIF-2a block,NR2E3 ag-1,Shn3 3UTR inh,NR2E3 ag-2,CF NFkB inh,Peg3 prom inh,aDG glyco act,TRPM1 prom inh
NC(=O)c1cccc(-c2coc3c(C(=O)NCc4ccccc4)cccc23)c1,-1.4,3,11,-241,·,9,-58,-2,-144,1.1,·
CNc1nc2c(c(=O)[nH]c(=O)n2C)n1CCCc1ccccc1,0.2,3,0,12,1,-23,-15,-3,10,0.1,8
CC1(C)Cc2c(sc3c2c2ncnn2c2nnc(SCC(=O)NCc4ccco4)n32)CO1,8.0,5,-1,8,-5,10,-8,-4,22,0.2,18
NC(=O)c1cc(NC(=O)COC(=O)CCCN2C(=O)c3cccc4cccc(c34)C2=O)cc(C(N)=O)c1,1.9,6,-17,1,·,9,3,10,7,-0.1,7
CCC1CCc2sc(C(=O)NCC(c3ccc(OC)cc3)N3CCCC3)cc2C1 (stereo not drawn),-0.2,-16,-7,-34,0,-3,35,36,-25,0.9,15
CC(C)CC1Nc2ncnc(N3CCN(c4ccccc4)CC3)c2N(Cc2ccc(Br)cc2)C1=O (stereo not drawn),-1.9,-9,0,-8,4,8,-4,3,12,0.1,2
O=C(/C=C/Nc1ccc(Br)cc1F)c1ccccc1,-3.7,86*,-78*,36,2,26,-19,2,22,-0.1,28
Cc1ccc(C(=O)N(CC(=O)NC2CCCC2)c2cccc(F)c2)s1,-0.3,14,2,14,-5,10,-17,9,9,0.0,-8
O=C(CN1c2cccc3cccc(c23)S1(=O)=O)NCc1ccccc1Cl,-4.4,-12,-2,-46,·,-28,-26,-10,-41,0.2,·
Cc1nnsc1S(=O)c1ccc(F)cc1 (stereo not drawn),-0.4,18,10,11,0,-8,-43,-11,6,0.2,7
COCCOC(=O)c1c(C)oc2ccc(OCc3ccccc3)cc12,4.3,0,-4,4,-4,-41,4,-13,6,0.2,-8
CC(C)C(C(=O)NCC1CCCO1)N(CC1CCCO1)C(=O)CNS(=O)(=O)c1ccccc1 (stereo not drawn),0.1,11,-7,12,-3,12,-18,0,3,-0.2,5
CCN(CC)S(=O)(=O)c1ccc2c(c1)oc(=O)n2CC(=O)N(C)C1CCCCC1,-0.6,-11,-4,8,2,-1,-3,14,1,-0.1,1
Cc1ccc(Sc2cc(C(=O)NCCCN(C)C)c3ccccc3n2)cc1,-0.8,14,0,10,1,11,-12,8,14,0.5,-10
Cn1c(SCc2nn[nH]n2)nc2c1c(=O)n(Cc1ccccc1Cl)c(=O)n2C,0.5,2,-4,8,2,16,-3,-20,11,-0.2,6
COC(=O)c1cc(NC(=O)C2CC2)cc(C(=O)OC)c1,3.3,6,4,-1,-2,-18,-14,-41,-5,-0.1,-6
COc1ccc(NC(=O)CSc2nnc(-c3cc(C)[nH]n3)n2N)cc1OC,-0.4,10,-2,-11,3,-22,25,-8,3,-0.2,-5
CCOc1ccc(C2OCCC(C)O2)cc1OC (stereo not drawn),2.6,5,0,15,·,7,21,27,-4,0.9,2
Cc1ccc(S(=O)(=O)CCC(=O)NCc2ccco2)cc1,-1.6,1,0,3,-2,1,-20,-1,1,0.0,9
Cc1ccc(CC2CC(=O)N(c3cc(C)on3)C2=O)cc1 (stereo not drawn),-0.7,9,10,11,4,-15,26,7,4,-0.1,·
CCN(CC)S(=O)(=O)c1csc(C(=O)OCC(=O)c2ccccc2)c1,2.0,-12,8,0,3,-12,-10,-4,-1,-0.2,-1
COc1ccc(CNC(=O)C2CCN(c3cc(C(=O)Nc4cccc(OC)c4)ccn3)CC2)cc1,0.1,21,-2,-12,0,-1,-1,-4,24,0.4,-6
COc1ccc(C2/C(=C(/O)c3ccc4c(c3)CC(C)O4)C(=O)C(=O)N2CCN2CCOCC2)cc1OC (stereo not drawn),-0.4,5,4,6,·,-9,-19,18,20,-0.3,2
CCCNC(=O)C(=O)N/N=C/c1cccs1,0.7,-1,-11,-51,-5,-19,-34,11,-22,0.0,-2
O=C(c1ccc(CSc2ccccc2)cc1)N1CCN(c2ccccc2)CC1,0.1,-18,-8,-46,0,-81,-2,8,-16,0.4,5

# Sorted by number of heavy atoms (rising): 3 of the compounds above.
SMILES,hiPSC survival,TWEAK-Fn14 inh,KKLEB tox,HIF-2a block,NR2E3 ag-1,Shn3 3UTR inh,NR2E3 ag-2,CF NFkB inh,Peg3 prom inh,aDG glyco act,TRPM1 prom inh
CCCNC(=O)C(=O)N/N=C/c1cccs1,0.7,-1,-11,-51,-5,-19,-34,11,-22,0.0,-2
COC(=O)c1cc(NC(=O)C2CC2)cc(C(=O)OC)c1,3.3,6,4,-1,-2,-18,-14,-41,-5,-0.1,-6
COc1ccc(CNC(=O)C2CCN(c3cc(C(=O)Nc4cccc(OC)c4)ccn3)CC2)cc1,0.1,21,-2,-12,0,-1,-1,-4,24,0.4,-6

# Next part.
SMILES,hiPSC survival,TWEAK-Fn14 inh,KKLEB tox,HIF-2a block,NR2E3 ag-1,Shn3 3UTR inh,NR2E3 ag-2,CF NFkB inh,Peg3 prom inh,aDG glyco act,TRPM1 prom inh
Cn1c(C(=O)O)c(CC(=O)NCC2COc3ccccc3O2)c2ccccc21 (stereo not drawn),1.3,3,2,7,2,-7,-10,8,8,0.2,1
O=C(CSc1ccc2c(c1)OCCO2)NCCc1ccc(Cl)cc1Cl,-0.4,-9,9,18,-2,0,-34,7,0,0.1,-3
Cc1c(Cl)cccc1NC(=O)c1ccco1,-0.5,-6,2,-50,-2,-48,-14,9,-53,-0.1,-12
CCCCN(CC(O)COc1cccc(C)c1)CC(O)COc1cccc(C)c1 (stereo not drawn),0.9,-21,-4,5,0,-28,6,14,21,0.4,4
CCC(C)(C)C1CCc2[nH]nc(C(=O)NC(C)C)c2C1 (stereo not drawn),-3.0,4,15,-9,1,11,1,8,12,1.0,-2
CCCCOC(=O)C1C2C=CC3(CN(CCc4ccccc4)C(=O)C13)O2 (stereo not drawn),-0.1,8,4,10,1,-11,-21,-8,-11,0.1,0
C/C(=N\OCC(=O)NCC(F)(F)F)c1cc2ccccc2o1,-0.8,3,1,-149,1,-65,-49,-2,-137,0.2,-39
O=C(O)CC1SC(N/N=C/c2ccc(Br)cc2)NC1=O (stereo not drawn),-0.8,7,16,12,1,-33,-15,0,3,0.1,1
COc1cccc(C(NC(C)=O)c2nc(-c3ccc(F)c(Cl)c3)cs2)c1 (stereo not drawn),-1.7,-4,-6,-62,·,-17,-10,2,-27,-0.3,·
CC(C)CNC(C)C(=O)Nc1ccc(S(N)(=O)=O)cc1 (stereo not drawn),-0.5,11,5,12,-4,-11,1,-17,11,-0.2,4
COc1ccc(OC)c(NC(=O)CSc2nnc(-c3ccco3)n2-c2ccc(C(=O)O)cc2)c1,1.3,6,5,2,1,-10,2,-3,0,-0.2,9
COc1ccc(-c2csc(NC(=O)c3ccccc3S(C)(=O)=O)n2)cc1,-0.4,8,-3,-18,4,21,-6,-19,-4,0.5,-2
COc1ccc(CCNC(=O)CS(=O)(=O)c2cn(CC(=O)N3CCCC3)c3ccccc23)cc1OC,-0.4,-15,-8,20,-4,6,-46,-3,4,-0.1,14
S=C1NCCC12C(=S)Nc1ccccc12 (stereo not drawn),-0.7,1,-14,26,0,4,-9,-29,-5,0.1,·
O=C(c1cccc(S(=O)(=O)Nc2ccc(Br)cc2)c1)N1CCC1,-0.5,3,-5,4,1,19,-35,2,8,0.1,-5
CCn1c(C)c(C(C)=O)c(N2CCN(C(c3ccccc3)c3ccccc3)CC2)nc1=S,2.8,11,14,12,-1,39,-7,-40,29,0.0,22
Cc1cccc(N2C(=O)c3cccc4c(N(C)CCO)ccc(c34)C2=O)c1,3.3,-7,2,-45,1,1,-25,-25,-5,0.2,9
COc1ccc(C(=S)N2CCN(S(=O)(=O)c3ccccc3)CC2)cc1,0.3,-4,5,6,4,-1,11,12,-5,0.0,-4
CC(C)c1ccc(CNc2c([N+](=O)[O-])c(=O)oc3ccccc23)cc1,3.3,16,10,-85,3,9,-14,-12,-101,0.3,-10
CN1CCN(c2cc(-c3ccc4ccccc4c3)nc3ccnn23)CC1,3.0,-7,-3,-82,·,16,-21,4,-70,-0.3,·
O=c1oc2ccc(Cl)cc2cc1-c1nnc(Nc2cccc(C(F)(F)F)c2)s1,-0.4,-21,13,14,2,-6,-20,2,1,0.0,·
CCc1ccc(N(CC(=O)NC2CCCCC2)C(=O)CCC(=O)Nc2ccccn2)cc1,-0.2,2,7,12,3,14,-30,-4,-1,0.1,8

# One compound at a time, from the list above.
# `Cc1c(Cl)cccc1NC(=O)c1ccco1` across the screens: hiPSC survival = -0.5; TWEAK-Fn14 inh = -6; KKLEB tox = 2; HIF-2a block = -50; NR2E3 ag-1 = -2; Shn3 3UTR inh = -48; NR2E3 ag-2 = -14; CF NFkB inh = 9; Peg3 prom inh = -53; aDG glyco act = -0.1; TRPM1 prom inh = -12
# `CCN(CC)S(=O)(=O)c1ccc2c(c1)oc(=O)n2CC(=O)N(C)C1CCCCC1` across the screens: hiPSC survival = -0.6; TWEAK-Fn14 inh = -11; KKLEB tox = -4; HIF-2a block = 8; NR2E3 ag-1 = 2; Shn3 3UTR inh = -1; NR2E3 ag-2 = -3; CF NFkB inh = 14; Peg3 prom inh = 1; aDG glyco act = -0.1; TRPM1 prom inh = 1
# `CCCNC(=O)C(=O)N/N=C/c1cccs1` across the screens: hiPSC survival = 0.7; TWEAK-Fn14 inh = -1; KKLEB tox = -11; HIF-2a block = -51; NR2E3 ag-1 = -5; Shn3 3UTR inh = -19; NR2E3 ag-2 = -34; CF NFkB inh = 11; Peg3 prom inh = -22; aDG glyco act = 0.0; TRPM1 prom inh = -2

# Screens from PubChem BioAssay.
